Screening data (PubChem)
Pf growth 96h: P. falciparum growth inhibition at 96 hours | P. falciparum luciferase reporter growth, 96 h | Potency, µM (doses to about 28.7 µM), inactives show top-dose activity change, negative = inhibition, usual class: inhibitors | hit rate 6.9% among 320,000 | AID 504834; also: potency is read from the fitted curve at half-maximal effect; % is scaled to controls: 0 for no effect and ±100 for the full control effect
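Parasite growth measured via integrated firefly luciferase reporter in P. falciparum. Infected erythrocytes at 2% hematocrit, 0.05% parasitemia final were treated 96 hours at 37 C under 5% CO2, and luminescence was read.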
Pf growth 48h: inhibits P. falciparum growth in the first generation, 48 h. P. falciparum luciferase growth in erythrocytes, 48 h. Potency, µM (top dose mostly 28.7 µM), for inactives: at the highest dose activity change, negative = inhibition, usual class: inhibitors. hit rate 5.9% among 310,000. AID 504832; also: potency is read from the fitted curve at half-maximal effect; % is scaled to controls: 0 for no effect and ±100 for the full control effect
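Luciferase-expressing parasites in RBCs, 2% Hct / 0.1% parasitemia final; RPMI 1640 + 0.5% Albumax; 37 C, 5% CO2, one generation; luminescence read-out, lower signal = inhibition.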
Sm TGR block: inhibitors of Schistosoma mansoni thioredoxin glutathione reductase. Q962Y6. purified TGR, DTNB reduction, TNB absorbance 405 nm. AID 485364. Potency, µM (top dose mostly 114 µM), inactives show at the top dose activity change, negative = inhibition, hits mostly inhibitors. hit rate 3% among 360,000; also: potency is read from the fitted curve at half-maximal effect; % is scaled to controls: 0 for no effect and ±100 for the full control effect; nearly all actives have a fitted effect of over 60% in size
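Kinetic colorimetric format: TGR-catalysed, NADPH-driven DTNB reduction monitored via TNB absorbance. Enzyme dispensed at 20 nM; compound exposure 15 min at room temperature before reaction start.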
Cycloheximide cs: counter-screen for Shiga toxin inhibitors: cycloheximide protein synthesis inhibition | max response, % | cell reporter, cycloheximide protein synthesis inhibition counterscreen | hit rate 12% among 300,000; in the data active = max response mostly above about 13%, no sharp cut-off; inactive = mostly below about 14%; also: read at 38.3 µM for the half of the compounds with a filed dose; 0% is about no effect
Giardia FBPA inh: inhibitors of Giardia lamblia fructose-1,6-bisphosphate aldolase | A8B2U2 | purified Giardia FBPA | Potency, µM (titrated, usually from 59.6 µM), for the others: at the top dose activity, negative = inhibition, hits mostly inhibitors | hit rate 0.71% among 290,000; also: potency is read from the fitted curve at half-maximal effect; % is scaled to controls: 0 for no effect and ±100 for the full control effect; nearly all actives have a fitted effect of over 55% in size
Target sequence (A8B2U2 whole entry, looked up): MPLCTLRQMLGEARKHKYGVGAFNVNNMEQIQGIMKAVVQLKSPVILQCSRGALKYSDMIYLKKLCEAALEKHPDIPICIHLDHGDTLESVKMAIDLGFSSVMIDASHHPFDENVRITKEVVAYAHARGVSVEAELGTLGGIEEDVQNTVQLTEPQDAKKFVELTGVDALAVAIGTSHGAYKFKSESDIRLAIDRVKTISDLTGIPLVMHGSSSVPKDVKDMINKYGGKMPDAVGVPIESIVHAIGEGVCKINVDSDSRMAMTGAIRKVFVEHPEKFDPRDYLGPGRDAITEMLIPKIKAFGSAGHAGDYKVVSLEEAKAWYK
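Giardia FBPA (40 nM reagent) was preincubated 10 min at RT with compound (up to 57.5 uM final), then substrate plus GAPDH/TPI/NAD/arsenate coupling system with diaphorase/resazurin was added; resorufin fluorescence (525/598 nm) was read after 20 min.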
Shiga toxin inh: inhibitors of Shiga toxin in Vero cells | inhibition, % at 38.7 µM | AID 2315 | Vero cells, Shiga toxin protein synthesis inhibition reporter | hit rate 9.2% among 290,000; in the data active = inhibition mostly above about 28%, no sharp cut-off; inactive = mostly below about 43%; also: 0% is about no effect
* marks the source's active call; other numbers are inactive results; i = inactive; ? = inconclusive; . = no result given; ! = not confirmed by another sample; [ ] = remark or other dose. Unless noted, calls follow the shape of the dose curve; as a rule, active = well fitted curve in the direction sought with a large enough effect; inconclusive = small, poorly fitted or top-dose-only effect, or another doubt; inactive = no such curve, though single readings can be large; an effect the other way counts as inactive or inconclusive.

entry	canonical_smiles	Pf growth 96h	Pf growth 48h	Sm TGR block
1	CC(C)C[C@H](NC(=O)Nc1ccccc1F)C(=O)O	18%	.	-2%
2	CC(=O)Nc1ccc(NC(=O)C2CCCN2S(=O)(=O)c2cccc(C(F)(F)F)c2)cc1 (configuration not stated)	7%	56%[activator]	1%
3	CCOc1cc(C2C(C(C)=O)=C(O)C(=O)N2CCc2c[nH]c3ccccc23)ccc1O (configuration not stated)	22%	-7%	.
4	O=S(=O)(c1ccc(Cl)cc1)N1CCC2(CC1)CO2	13%	?	-34%
5	O=C(CSc1nc2ccccc2c(=O)n1-c1ccc(F)cc1)Nc1cc(S(=O)(=O)N2CCOCC2)ccc1Cl	3.7µM*	6.6µM*	0%
6	Cc1onc(-c2c(Cl)cccc2Cl)c1NC(=O)N1CCSCC1	71%[activator]	42%[activator]	2%
7	COc1cc(N(C)C)c([N+](=O)[O-])cc1C(=O)N1CCOCC1	?	17%	8%
8	CCCSc1ccccc1C(=O)N1CCN(C(=O)c2ccco2)CC1	28%	-9%	-18%

entry	Cycloheximide cs	Giardia FBPA inh	Shiga toxin inh
1	-4	7%	12
2	1	.	-1
3	-4	0%	2
4	0	5%	-13
5	1	0%	-5
6	-2	5%	-5
7	-2	3%	-8
8	-1	.	-15

(list continues)
entry	canonical_smiles	Pf growth 96h	Pf growth 48h	Sm TGR block
9	Cc1cc(C)n(C(=O)CNC(=O)CCc2ccccc2)n1	-5%	-1%	1%
10	Cc1onc(-c2ccccc2Cl)c1C(=O)OCC(=O)c1ccccc1	.	30%[activator]	2%
11	Cc1cccc(-c2nnc(SCc3ccc(C#N)cc3)n2Cc2ccco2)c1	?	?	5%
12	CCCCCC(=O)Nc1ccc2oc(-c3ccncc3)nc2c1	?	?	11%
13	COc1ccc(CNc2nc(=S)[nH]c3cc(OC)c(OC)cc23)cc1	-20%	-30%	-17%
14	CCN(CC)CCC(c1ccc(N(C)C)cc1)c1c(OC)cc(OC)c2c1OC(=O)CC2c1ccc(N(C)C)cc1 (configuration not stated)	.	.	.
15	O=C(/C=C1\NC2(CCCC2)Cc2ccccc21)N1CCOCC1	?	?	-3%
16	CCCCNS(=O)(=O)c1cccc(S(=O)(=O)N2CCCC2)c1	11%[5.75 µM]	5%	12%

entry	Cycloheximide cs	Giardia FBPA inh	Shiga toxin inh
9	15	11%	12
10	39*	-6%	72*
11	23	2%	18
12	14	5%	22
13	8	9%	28
14	-3	-2%	27
15	-4	23%	-13
16	2	6%	-2

(more compounds)
entry	canonical_smiles	Pf growth 96h	Pf growth 48h	Sm TGR block
17	CC(C)Cn1c(N)c(C(=O)CSc2ncccn2)c(=O)n(C)c1=O	2%	21%	-5%
18	CCn1cc(C(=O)NCCCOC)c(=O)c2cc(S(=O)(=O)N(C)C3CCCCC3)ccc21	-23%	?	1%
19	O=C(c1cc(-c2ccc(Cl)cc2)n(-c2ccc(Cl)c(Cl)c2)n1)N1CCOCC1	?	?	0%
20	CC(C)NC(=O)COc1coc(CN2CCN(C(=O)c3ccco3)CC2)cc1=O	0%	10%	-28%
21	Cc1ccc2[nH]c(C)c(CCNC(=O)NC3CCCCC3)c2c1	1.5µM*	-5%	-4%
22	C[C@@H]1C(c2cccc(Cl)c2)=NN(c2ccccc2)[C@H]1C(=O)N1CCOC1=O	.	.	.
23	CCCCN(CCCNC(=O)C1CCCN(S(=O)(=O)CCC)C1)Cc1ccccc1 (configuration not stated)	0%	-3%[0.00184 µM]	-2%
24	CCOC(=O)CCS(=O)(=O)c1nc(-c2ccccc2)cc(C(F)(F)F)n1	.	13%	28µM*

entry	Cycloheximide cs	Giardia FBPA inh	Shiga toxin inh
17	.	.	.
18	-6	14%	-14
19	-2	-11%	-8
20	.	.	.
21	0	-2%	-16
22	5	-12%[89.2 µM]	i
23	-6	-1%	-3
24	-6	2%	-14

Looked up by compound from the entries so far, six records:
entry	canonical_smiles	Pf growth 96h	Pf growth 48h	Sm TGR block
24	CCOC(=O)CCS(=O)(=O)c1nc(-c2ccccc2)cc(C(F)(F)F)n1	.	13%	28µM*
22	C[C@@H]1C(c2cccc(Cl)c2)=NN(c2ccccc2)[C@H]1C(=O)N1CCOC1=O	.	.	.
23	CCCCN(CCCNC(=O)C1CCCN(S(=O)(=O)CCC)C1)Cc1ccccc1 (configuration not stated)	0%	-3%[0.00184 µM]	-2%
18	CCn1cc(C(=O)NCCCOC)c(=O)c2cc(S(=O)(=O)N(C)C3CCCCC3)ccc21	-23%	?	1%
21	Cc1ccc2[nH]c(C)c(CCNC(=O)NC3CCCCC3)c2c1	1.5µM*	-5%	-4%
17	CC(C)Cn1c(N)c(C(=O)CSc2ncccn2)c(=O)n(C)c1=O	2%	21%	-5%

entry	Cycloheximide cs	Giardia FBPA inh	Shiga toxin inh
24	-6	2%	-14
22	5	-12%[89.2 µM]	i
23	-6	-1%	-3
18	-6	14%	-14
21	0	-2%	-16
17	.	.	.

(continued)
entry	canonical_smiles	Pf growth 96h	Pf growth 48h	Sm TGR block
25	COc1cc(/C=C(\C#N)C(=O)NC(C)C)ccc1OCc1ccc(C(=O)O)cc1	-23%	-1%	5%
26	COc1ccccc1N(CC(=O)NC(C)(C)C)C(=O)Cn1nnc(-c2ccc(C)o2)n1	-17%	12%	-29%
27	CCOc1ccc(NC(=O)N2CC=C(n3c(=O)[nH]c4ccccc43)CC2)cc1	20%	?	10%
28	Cc1ccc(Sc2ncccc2NC(=O)c2ccccc2Cl)cc1	20%	-3%	-5%
29	O=S1(=O)CCN2C(Cc3ccc(SC(F)F)cc3)=CSC2=N1	-6%	5%	2%
30	CCCC1=Nc2cc(C(=O)N3CCC(C(N)=O)CC3)ccc2Sc2ccccc21	?	?	2%
31	Cc1cc(NC(=O)CCl)nn1C	10µM*	?	28µM*
32	Nc1nc(Nc2ccccc2F)nc(N2CCOCC2)c1[N+](=O)[O-]	-13%	0%	1%

entry	Cycloheximide cs	Giardia FBPA inh	Shiga toxin inh
25	6	4%	10
26	-6	-14%	-12
27	8	-1%	-20
28	-1	-1%	27
29	-1	3%	-9
30	-4	-2%	17
31	6	1%	24
32	9	-2%	20

Other entries
entry	canonical_smiles	Pf growth 96h	Pf growth 48h	Sm TGR block
33	Cc1c(C=O)c(C=O)c(C)n1Cc1ccccc1	5.2µM*	.	-19%
34	CCOC(=O)c1nc(-c2ccc3c(c2)OCO3)[nH]c1C	-6%	53%[activator]	0%
35	CCN(CC)S(=O)(=O)c1cccc(-c2nnc(SCC(=O)NC)n2N)c1	-2%	23%	9%
36	CC(=O)c1sc(N/N=C/c2cccc([N+](=O)[O-])c2)nc1C	126%[activator]	52%[activator]	9%
37	CCOC(=O)c1c(-c2ccc(OC)cc2)oc2cc(Br)c(O)cc12	?	?	-24%
38	CCOC(=O)C(C)Sc1nc(=O)n2cccc(C)c2n1 (configuration not stated)	2%	1%	-1%
39	O=C(COC(=O)c1cccs1)NCc1ccc2c(c1)OCO2	-12%	5%	-28%
40	CCCCn1c(N)c(N(CCOC)C(=O)C2CCN(C(=O)c3ccc(Cl)cc3)CC2)c(=O)[nH]c1=O	5%	-9%	0%

entry	Cycloheximide cs	Giardia FBPA inh	Shiga toxin inh
33	-4	0%	-10
34	29*	-16%	41*
35	3	15%	-10
36	2	4%	33
37	-6	11%	-16
38	8	-3%	-1
39	40*	2%	69*
40	.	.	.

(further entries)
entry	canonical_smiles	Pf growth 96h	Pf growth 48h	Sm TGR block
41	CN(C)c1ccc(/C=N/NC(=O)CCC(=O)NCc2ccccc2)cc1	-1%	6%	0%
42	CC(=O)Nc1cccc(C(=O)OC(C)C(=O)Nc2ccc(S(=O)(=O)N3CCCC3)cc2)c1 (configuration not stated)	-25%	-4%	-3%
43	Cc1cc(C)c(NC(=O)COC(=O)Cc2ccsc2)c(C)c1	-7%	35%[activator]	0%
44	O=C(CN1CCN(C(=O)c2cccc(F)c2)CC1)Nc1ccccc1F	43%[activator]	5%	3%
45	Oc1c(C(Nc2nccs2)c2ccc(C(F)(F)F)cc2)ccc2cccnc12 (configuration not stated)	-73%	0.37µM*	-13%
46	Cc1ccc(N2C(=O)N(CC(=O)Nc3ccc(C)cc3Cl)C(=O)C2C)cc1 (configuration not stated)	-3%	14%	-2%
47	O=C(OCc1ccccc1)N1CCOCCOCCN(C(=O)OCc2ccccc2)CCOCCOCC1	?	?	35%
48	COC(=O)C1=C(c2ccc(F)cc2OCc2ccccc2)C[C@@H]2CC[C@H]1N2C(=O)N1CCCCC1	?	?	-16%

entry	Cycloheximide cs	Giardia FBPA inh	Shiga toxin inh
41	-1	0%	1
42	.	.	.
43	12	2%	-1
44	-1	-1%	26
45	-2	?	20
46	.	.	.
47	-8	-3%	-12
48	.	.	.

Other records follow.
entry	canonical_smiles	Pf growth 96h	Pf growth 48h	Sm TGR block
49	COc1ccc(-c2ccc(CCC(=O)O)n2-c2ccccc2O)cc1	-5%	31%[activator]	28µM*!
50	Cc1cccc(CC(=O)Nc2cc(=O)n(C)c(=O)n2C)c1	?	?	-7%
51	Cn1c(=O)c2[nH]cnc2n(-c2ccccc2)c1=O	.	-5%	5%
52	CN(CCCNC(=O)c1cn(C)c2ccc(S(=O)(=O)N(C)C)cc2c1=O)c1ccccc1	-25%	-24%	-27%
53	COc1ccc(CCn2c(C)c(C(C)=O)c(C(C)=O)c2C)cc1OC	?	9%	2%
54	COc1ccc(CN2C(=O)NC(=O)/C(=C/c3cc(OC)c(OC)c(OC)c3)C2=O)cc1	1%	11%	?
55	Cc1nc(SCC(=O)Nc2cc(C(N)=O)cc(C(N)=O)c2)c2c(C)c(C)sc2n1	5%	3%	6%
56	CCCCNC(=O)CN1C(=O)NC(CCc2ccccc2)C1=O (configuration not stated)	16%	-1%	6%

entry	Cycloheximide cs	Giardia FBPA inh	Shiga toxin inh
49	47*	-8%	79*
50	1	6%	10
51	2	?	12
52	-2	-13%	-8
53	7	5%	-9
54	-1	1%	-17
55	-3	4%	6
56	0	3%	-8

Other results follow:
entry	canonical_smiles	Pf growth 96h	Pf growth 48h	Sm TGR block
57	CCCc1cc(=O)[nH]c(SCC(=O)c2cc(C)n(C)c2C)n1	-5%	.	0%
58	COc1cc(C(=O)NCc2ccncc2)cc(Br)c1OCc1ccccc1	?	?	-8%
59	Cc1ccc(C)c(C(=O)n2cnnc2N)c1	.	-8%	4%
60	N#Cc1cn(CC(=O)N2CCCC2)c2ccccc12	-29%	12%	-3%
61	CCOC(=O)N1CCN(C(c2ccc(C)cc2)c2sc3nc(C)nn3c2O)CC1 (configuration not stated)	-9%	1%	-2%
62	COc1cc2c(cc1OC)C(C)=NC1(CCCCC1)C2	17%	?	-2%
63	Cc1ccc(S(=O)(=O)NNC(=O)c2ccccc2O)cc1	8%	0%	-10%
64	C=CCNC(=O)/C(C#N)=C/c1ccccc1[N+](=O)[O-]	16%	-2%	0%

entry	Cycloheximide cs	Giardia FBPA inh	Shiga toxin inh
57	1	0%	-9
58	-7	-2%	-10
59	-2	-13%	10
60	-4	-3%	-7
61	-4	6%	-5
62	-2	5%	-6
63	-3	-6%	-1
64	6	-1%	1

Following part
entry	canonical_smiles	Pf growth 96h	Pf growth 48h	Sm TGR block
65	O=C(NCc1cccs1)N[C@@H](Cc1ccccc1)C(=O)O	.	16%	5%
66	Cc1nn(-c2ccccc2)c(C)c1C(=O)OC(C)C(=O)NC1CCCCC1C (configuration not stated)	?	?	-9%
67	O=C(Oc1ccccc1C(=S)N1CCOCC1)c1cccc([N+](=O)[O-])c1	-16%	21%	-12%
68	COc1ccc(OC)c(-n2c(O)c(C=Nc3c(C)n(C)n(-c4ccccc4)c3=O)c(=O)[nH]c2=O)c1	-7%	12%	-3%

entry	Cycloheximide cs	Giardia FBPA inh	Shiga toxin inh
65	2	8%	-8
66	.	.	.
67	-4	2%	-3
68	-2	2%	8
